TEAD-YAP block = TEAD-YAP interaction inhibition; inhibition, % at 9.12 µM; HEK-TIYL cells, TEAD-Gal4/YAP UAS-luciferase luminescence; 640,000 compounds, 1.4% hits; in the data active = inhibition above about 32%;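 also: 0% = median of test compound wells and 100% = reference inhibitor wells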
MITF primary = inhibitors of human MITF | AID 1259374 | 650,000 compounds, 0.91% hits | AlphaScreen MITF homodimerization, bead proximity signal | inhibition, % at 2.6 µM | O75030; in the data active = inhibition above about 50%;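 also: 0% = vehicle wells with protein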
FBW7 act = human FBW7 E3 ligase activation, primary screen. AID 1259310. 650,000 compounds, 0.13% hits. normalized activity (activation), % at 26.1 µM. AlphaScreen FBW7–phospho-cyclin E peptide binding, activator screen; in the data active = normalized activity above about 1.9%;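 also: purified mutant Fbw7 with reduced substrate affinity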
Target sequence (Q969H0 whole entry, looked up): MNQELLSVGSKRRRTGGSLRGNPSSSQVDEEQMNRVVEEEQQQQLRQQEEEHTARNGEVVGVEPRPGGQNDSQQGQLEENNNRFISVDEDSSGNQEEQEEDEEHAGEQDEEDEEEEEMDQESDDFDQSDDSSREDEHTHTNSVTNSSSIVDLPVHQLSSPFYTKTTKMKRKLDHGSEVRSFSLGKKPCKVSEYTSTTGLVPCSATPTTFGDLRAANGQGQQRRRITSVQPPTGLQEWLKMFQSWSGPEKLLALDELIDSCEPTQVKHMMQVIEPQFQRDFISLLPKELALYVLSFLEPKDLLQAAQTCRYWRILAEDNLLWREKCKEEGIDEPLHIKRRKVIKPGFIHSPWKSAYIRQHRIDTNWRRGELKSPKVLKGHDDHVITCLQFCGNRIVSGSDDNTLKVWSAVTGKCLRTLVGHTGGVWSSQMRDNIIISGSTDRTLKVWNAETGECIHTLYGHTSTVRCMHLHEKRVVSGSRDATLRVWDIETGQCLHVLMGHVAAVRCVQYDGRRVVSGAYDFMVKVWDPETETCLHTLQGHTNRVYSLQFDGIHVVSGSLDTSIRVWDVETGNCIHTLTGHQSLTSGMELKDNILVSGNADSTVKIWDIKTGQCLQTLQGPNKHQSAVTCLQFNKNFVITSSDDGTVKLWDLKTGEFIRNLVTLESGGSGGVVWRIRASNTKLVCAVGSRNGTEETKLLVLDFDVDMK
GPR151 activ = activators of human GPR151 | Q8TDV0 | PathHunter beta-arrestin GPR151 cells, luminescence | activation, % at 11.2 µM | 650,000 compounds, 1% hits; in the data active = activation above about 4.9%;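 also: 0% = median of compound wells and 100% = cells with positive control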
Target sequence (Q8TDV0 whole entry, looked up): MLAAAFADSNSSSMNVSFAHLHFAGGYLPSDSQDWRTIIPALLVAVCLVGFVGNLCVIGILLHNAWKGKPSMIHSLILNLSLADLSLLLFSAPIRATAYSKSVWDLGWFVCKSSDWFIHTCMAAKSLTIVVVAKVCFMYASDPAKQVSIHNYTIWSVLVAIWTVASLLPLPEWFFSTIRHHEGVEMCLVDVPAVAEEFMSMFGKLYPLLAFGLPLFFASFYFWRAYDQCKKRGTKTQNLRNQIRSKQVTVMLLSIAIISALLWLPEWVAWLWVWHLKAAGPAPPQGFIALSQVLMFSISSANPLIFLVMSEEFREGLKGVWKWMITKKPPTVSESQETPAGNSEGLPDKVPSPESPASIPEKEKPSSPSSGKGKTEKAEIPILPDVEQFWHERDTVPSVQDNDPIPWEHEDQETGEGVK
An asterisk follows results filed as active; · = no result given.

SMILES | TEAD-YAP block | MITF primary | FBW7 act | GPR151 activ
CCN(CC)C(=S)SCC(=O)N1c2ccccc2C(C)(c2ccc(Cl)cc2)CC1(C)C (stereo unspecified) | 4 | 2 | -0.1 | -0.4
O=C(Cn1c2ccccc2c(=O)c2cc(Cl)ccc21)NCc1ccc(F)cc1 | 9 | -15 | -0.1 | 0.8
CC1CCN(c2nnc(NC(=O)Nc3ccc(Cl)cc3)s2)CC1 | -15 | -6 | -0.2 | -0.2
Cn1c(Cc2ccccc2)nnc1SCC(=O)NCCc1ccccc1 | -1 | -7 | -0.1 | -1.0
Cc1cc(O)c(C=Nc2cccc(C(F)(F)F)c2)c(=O)o1 | -1 | 7 | 0.1 | 0.2
CCOc1ccc(-n2c(=S)sc3c(=O)n(-c4ccccc4)c(SCC(=O)Nc4nccs4)nc32)cc1 | 12 | 0 | 0.5 | -0.8
CC1Oc2ccccc2N(C(C)C(=O)O)C1=O (stereo unspecified) | -11 | -12 | 0.1 | -1.4
COc1ccc(NC(=O)COC(=O)/C=C/C(=O)OCC(=O)Nc2ccc(OC)cc2)cc1 | 13 | 9 | 0.2 | 2.0
Cc1nc2cc(NC(=O)c3ccc(S(=O)(=O)N4CCCCC4)cc3)ccc2s1 | 7 | 2 | -0.1 | 3.0
COCCn1c(=O)[nH]c2cc(C(=O)N3CCC4(CC3)NC(=O)c3ccccc3O4)ccc21 | -8 | 7 | 0.1 | 0.5
Nc1nc(Cl)cc(NCc2cccc(C(F)(F)F)c2)n1 | 24 | -1 | 0.1 | -1.2
O=c1oc(/C=C/c2ccco2)nc2sc3c(c12)CCCC3 | 6 | 2 | 0.0 | 2.1
O=C(/C=C/c1ccccc1)NC(=S)Nc1ccc(Br)c2ccccc12 | 0 | 12 | -0.1 | 0.7
O=C(O)C1CCCN1C(=O)/C=C/c1ccco1 (stereo unspecified) | -6 | 10 | 0.0 | -1.8
O=C1NC2=Nc3ccccc3NC(c3ccccc3)=C2C(c2ccc(O)cc2)N1 (stereo unspecified) | -8 | -11 | -0.2 | -0.2
COc1cc(CO)cc(I)c1OCc1cccc([N+](=O)[O-])c1 | 4 | -8 | -0.1 | 4.4
O=[N+]([O-])c1ccc(C=Nc2ccc(O)cc2)o1 | 28 | 49 | -0.3 | -1.3
C[C@H]1CCC(C(=O)O)N[C@@H]1c1cccc(N2CCCC2=O)c1 (stereo partly specified) | · | 1 | 0.2 | -0.8
CC(=O)Nc1ccc(NC(=O)C2=C(C)C(=O)OC23CCCCC3)cc1 | 0 | 26 | -0.4 | 0.4
O=C1N[C@H](CO)C(=O)N2CCN(C(=O)c3cc(Cl)cc(Cl)c3)C[C@H]12 | 11 | -1 | -0.2 | 1.3
Cc1cc(NS(=O)(=O)c2ccc(NC(=O)Nc3ccccc3F)cc2)nc(C)n1 | -1 | 5 | 0.0 | -3.1
CC(=O)NCCC(=O)Nc1ccc(Br)cc1Br | -7 | 7 | 0.1 | 1.6
CN1C(=O)N(C)C2SC(N)=NNC21 (stereo unspecified) | -3 | 1 | -0.2 | 0.2
CCc1ccccc1NC(=O)c1c(NC(=O)c2ccco2)sc2c1CCCCC2 | -3 | 4 | -0.1 | -0.8
CC1(C)CC(=O)N(CC(=O)N2CCOCC2)c2ccccc2S1(=O)=O | 3 | 0 | 0.0 | -0.6

Nothing new here: an excerpt of the list.
SMILES | TEAD-YAP block | MITF primary | FBW7 act | GPR151 activ
COCCn1c(=O)[nH]c2cc(C(=O)N3CCC4(CC3)NC(=O)c3ccccc3O4)ccc21 | -8 | 7 | 0.1 | 0.5
Nc1nc(Cl)cc(NCc2cccc(C(F)(F)F)c2)n1 | 24 | -1 | 0.1 | -1.2
O=c1oc(/C=C/c2ccco2)nc2sc3c(c12)CCCC3 | 6 | 2 | 0.0 | 2.1
O=C(/C=C/c1ccccc1)NC(=S)Nc1ccc(Br)c2ccccc12 | 0 | 12 | -0.1 | 0.7
O=C(O)C1CCCN1C(=O)/C=C/c1ccco1 (stereo unspecified) | -6 | 10 | 0.0 | -1.8

Following part:
SMILES | TEAD-YAP block | MITF primary | FBW7 act | GPR151 activ
COc1cc(NC(=O)CCOc2ccccc2)c(OC)cc1Cl | 1 | -26 | 0.0 | -0.7
O=C(CNc1ccc2ccccc2c1)N/N=C/c1cc(I)ccc1O | 22 | 10 | -0.2 | 0.0
O=C1C2CCCCC2C(=O)N1c1ccc(Oc2ccc(Br)cc2)cc1 (stereo unspecified) | -8 | 2 | 0.0 | -0.9
CC(C)(C)c1cc(C(=O)N/N=C/c2cccnc2)n[nH]1 | -11 | 6 | -0.1 | 0.3
CCN(CC)CCCNC(=O)CC1Sc2ccccc2NC1=O (stereo unspecified) | 2 | 2 | 0.0 | -0.1
CCc1nnc(NC(=O)CCCOc2ccc(Cl)cc2Cl)s1 | 15 | 16 | 0.1 | 1.0
COC(=O)c1c(-c2ccc(C)cc2)csc1NC(=S)NC(=O)c1ccc(F)cc1 | -3 | -4 | -0.1 | 1.6
Cc1cc(NC(=O)Cc2cn(C)c3ccccc23)sn1 | 22 | -3 | -0.2 | -0.5
Cc1ccccc1Nc1nc(N)nc(CSc2ccccc2)n1 | -77 | 6 | 0.4 | -1.7
Cn1c(NCCCN)nc2c1c(=O)n(Cc1ccccc1Cl)c(=O)n2C | 8 | 18 | 0.5 | -0.7
Nc1ccc(-n2nncc2-c2ccccc2)cc1 | -12 | 5 | -0.2 | 0.6
CCOC(=O)c1ccccc1NC(=O)CSCc1ccccc1Cl | -5 | -9 | -0.2 | 3.0
CCC1CCCCN1C(=O)Cn1nc([N+](=O)[O-])cc1C (stereo unspecified) | 6 | 91* | 1.7 | -0.1
CCC1CN(CCNC(=O)c2noc3c2CCCC3)Cc2cc(OC)ccc2O1 (stereo unspecified) | 5 | 9 | 0.0 | 0.3
C/C(Nc1cccc(C)n1)=C(\C#N)C(N)=O | -2 | 9 | 0.9 | 1.9
Nc1ncc(-c2ccccc2)nn1 | -7 | 12 | 0.2 | -0.9
COC(=O)C1=CN(C)C=C(C(=O)OC)C1c1cccc(O)c1 | 10 | 6 | 0.0 | 0.6
COc1ccc(Nc2nnc(-c3cc4c(ccc5ccccc54)oc3=O)s2)c(OC)c1 | 6 | 2 | 0.1 | -0.5
NC(=O)c1oc2ccccc2c1NC(=O)CCc1ccccc1 | 2 | -5 | 0.0 | 2.7
CC(C)C(=O)Nc1nc(-c2cc(Cl)sc2Cl)cs1 | -5 | 3 | 0.0 | 1.3
CCC(=O)Nc1nc2ccc([N+](=O)[O-])cc2s1 | 7 | 4 | 0.0 | -0.4
COc1cccc(N2C(=O)c3ccc(C(=O)Nc4cc(C(=O)O)cc(C(=O)O)c4)cc3C2=O)c1 | 12 | 20 | 0.0 | -1.4
COc1ccc(CN2CCNC(=O)C2CC(=O)NC2(c3ccccc3)CC2)cc1OC (stereo unspecified) | 4 | 17 | 0.2 | 0.5
O=C(Oc1ccc(N2C(=O)CCC2=O)cc1)c1ccco1 | 10 | 6 | 0.4 | -1.3
O=C(NCCSc1nnnn1-c1ccccc1)c1ccc(Cl)cc1Cl | 1 | 9 | 0.1 | -0.5

2 of these compounds, set out differently:
CC(C)C(=O)Nc1nc(-c2cc(Cl)sc2Cl)cs1
  TEAD-YAP block = -5
  MITF primary = 3
  FBW7 act = 0.0
  GPR151 activ = 1.3

COc1cc(NC(=O)CCOc2ccccc2)c(OC)cc1Cl
  TEAD-YAP block = 1
  MITF primary = -26
  FBW7 act = 0.0
  GPR151 activ = -0.7

Continued.
SMILES | TEAD-YAP block | MITF primary | FBW7 act | GPR151 activ
COC(=O)c1cc(C(=O)N2CC(C)CC(C)C2)cc([N+](=O)[O-])c1 (stereo unspecified) | 2 | 11 | 0.6 | -0.9
CCc1ccc(-c2nn(-c3ccccc3)c(=O)c3ccccc23)cc1 | 7 | 17 | 0.5 | -0.2
O=C(CN1C(=O)NC2(CCOc3ccccc32)C1=O)Nc1cc(Cl)ccc1[N+](=O)[O-] (stereo unspecified) | -7 | 5 | -0.1 | -0.3
CN1CCN(C(c2ccccc2F)c2nnnn2Cc2ccc(F)cc2)CC1 (stereo unspecified) | -4 | 10 | 0.0 | -0.1
COCCOC(=O)C1=C(C)NC2=C(C(=O)CC(C)(C)C2)C1c1cc2c(cc1[N+](=O)[O-])OCO2 (stereo unspecified) | -3 | 20 | -0.3 | -0.7
CCc1ccc(NC(=O)c2nn3c(c2Br)NC(c2ccccc2)CC3C(F)(F)F)cc1 (stereo unspecified) | 2 | 7 | -0.1 | 4.7
CCN(CC)c1ccc(/C=N/N2CCOCC2)cc1 | -34 | 2 | 0.1 | 0.0
CCCCn1c(SCC(=O)Nc2cc(C)on2)nnc1-c1cccs1 | -1 | 24 | 0.1 | -0.7
CCCCN(CC)C(=O)c1ccccc1F | 4 | 5 | -0.1 | -0.8
COc1ccc(CCNC(=O)C(=O)N/N=C/c2ccccc2O)cc1OC | -8 | 35 | -0.6 | 0.3
O=C1CC(C(=O)O)S/C(=N\N=C2CCCCC2)N1 (stereo unspecified) | 12 | 15 | -0.1 | -2.6
CCCCC(c1nnnn1CCOC)N1CCN(c2cc(C)ccc2C)CC1 (stereo unspecified) | 2 | 5 | -0.1 | 1.9
O=C(NC1CCCC1)c1ccc(Sc2ccc(F)cc2)c([N+](=O)[O-])c1 | 7 | 6 | -0.1 | -1.8
COc1ccc(NS(=O)(=O)c2ccc(F)cc2)cc1 | -3 | -4 | 0.0 | -1.0
COc1ccc(NC(=O)COc2ccccc2C(N)=O)cc1S(=O)(=O)N1CCCCC1 | 3 | -3 | 0.1 | -0.1
CCC1=NN(C(=O)c2ccncc2)C(O)(c2ccc(Cl)cc2)C1 (stereo unspecified) | 3 | 3 | 0.1 | 0.8
Cc1ccc(CN2CCN(CC(=O)NC3CCCCC3)C2=O)cc1 | 3 | 12 | -0.1 | -1.0
CC(C)C1C(C#N)=C(N)SC(N)=C1C#N | 10 | 6 | 0.3 | -0.1
CCCCOc1ccccc1C1C(C(=O)OC)=CN(CC2CCCO2)C=C1C(=O)OC (stereo unspecified) | 8 | -18 | 0.8 | -1.3
COc1ccc(C(=O)Nc2cc(C(=O)O)cc(C(=O)O)c2)cc1Cl | 4 | -6 | -0.1 | 0.5
COc1cc(S(=O)(=O)N2CCN(c3cc(-n4ccnc4C)ncn3)CC2)c(C)cc1C | 20 | 12 | 0.1 | 1.6
CCc1ccccc1NC(=O)CSc1nc2ccccc2c(=O)n1CC1CCC(C(=O)NCc2ccccc2Cl)CC1 (stereo unspecified) | 5 | 14 | 0.3 | 0.4
CCCOC(=O)C(C)Oc1ccc2c(=O)c(Oc3ccc(CC)cc3)coc2c1 (stereo unspecified) | 4 | -4 | -0.1 | 0.1
c1ccc(CCNc2ccc(-c3cccnc3)cn2)nc1 | -61 | 0 | -0.3 | 0.8
C=CCOc1ccc(/C=N/NC(=O)CSCc2ccc([N+](=O)[O-])cc2)cc1 | 2 | 0 | 0.0 | -0.7
SMILES | TEAD-YAP block | MITF primary | FBW7 act | GPR151 activ
Cc1c(C)n(CC(O)CNc2ccc(I)cc2)c2ccccc12 (stereo unspecified) | -10 | -14 | -0.1 | 0.6
CCCCNC(=O)c1nn(-c2ccccc2OC)c(=O)c2ccccc12 | 1 | -2 | 0.0 | -0.5
COc1cccc(CN2CCN(Cc3c[nH]c4ccccc34)CC2CCO)c1 (stereo unspecified) | 5 | -6 | -0.1 | 1.3
Cc1cc(C)cc(OCCOc2ccc(/C=C3/C(=N)N4N=C(C(C)C)SC4=NC3=O)cc2)c1 | -11 | -8 | -0.3 | 1.6
CC(C)CNC(=O)C1CCN(c2nnnn2-c2ccccc2)CC1 | -5 | 4 | -0.1 | 1.2
CCCCC(C)(O)C/C=C/[C@H]1[C@@H](O)CC(=O)[C@@H]1CCCCCCC(=O)OC (stereo partly specified) | · | 10 | · | -1.2
Cc1ccc(-c2nnc(SCC(=O)N3c4ccccc4NC(=O)C3(C)C)n2N)cc1 | 6 | -7 | 1.0 | -0.6
O=c1c(CNC2CCS(=O)(=O)C2)cc2ccc(Cl)cc2n1Cc1ccccn1 (stereo unspecified) | -4 | 5 | -0.1 | 0.0
COC(=O)c1ccc2c(=O)n(Cc3ccc4c(c3)OCO4)c(SCC(=O)Nc3ccc(C)cc3)nc2c1 | 1 | 7 | -0.1 | 0.2
COc1cccc(CN(CCCN2CCOCC2)C(=O)c2cc3ccc(-c4cn[nH]c4)cc3[nH]2)c1 | -1 | -15 | 0.1 | -0.9

In a second layout: entries from further up
Under each structure – TEAD-YAP block, MITF primary, FBW7 act, GPR151 activ
COc1cccc(CN(CCCN2CCOCC2)C(=O)c2cc3ccc(-c4cn[nH]c4)cc3[nH]2)c1
→ -1, -15, 0.1, -0.9
Cc1cc(C)cc(OCCOc2ccc(/C=C3/C(=N)N4N=C(C(C)C)SC4=NC3=O)cc2)c1
→ -11, -8, -0.3, 1.6

Among those listed so far, six have two or more sulfur atoms:
SMILES | TEAD-YAP block | MITF primary | FBW7 act | GPR151 activ
CCN(CC)C(=S)SCC(=O)N1c2ccccc2C(C)(c2ccc(Cl)cc2)CC1(C)C (stereo unspecified) | 4 | 2 | -0.1 | -0.4
CCOc1ccc(-n2c(=S)sc3c(=O)n(-c4ccccc4)c(SCC(=O)Nc4nccs4)nc32)cc1 | 12 | 0 | 0.5 | -0.8
Cc1nc2cc(NC(=O)c3ccc(S(=O)(=O)N4CCCCC4)cc3)ccc2s1 | 7 | 2 | -0.1 | 3.0
COC(=O)c1c(-c2ccc(C)cc2)csc1NC(=S)NC(=O)c1ccc(F)cc1 | -3 | -4 | -0.1 | 1.6
CC(C)C(=O)Nc1nc(-c2cc(Cl)sc2Cl)cs1 | -5 | 3 | 0.0 | 1.3
CCCCn1c(SCC(=O)Nc2cc(C)on2)nnc1-c1cccs1 | -1 | 24 | 0.1 | -0.7

Screening data deposited in PubChem by The Scripps Research Institute Molecular Screening Center.
